# ATG4B inh – blocks human ATG4B protease cleavage of LC3 substrate. ATG4B cleavage of LC3-PLA2, NBD-HPC fluorescence, 1 h. inhibition, % at 8.33 µM. hit rate 0.51% among 340,000; in the data active = inhibition above about 40%
# Target sequence (Q9Y4P1 whole entry, looked up): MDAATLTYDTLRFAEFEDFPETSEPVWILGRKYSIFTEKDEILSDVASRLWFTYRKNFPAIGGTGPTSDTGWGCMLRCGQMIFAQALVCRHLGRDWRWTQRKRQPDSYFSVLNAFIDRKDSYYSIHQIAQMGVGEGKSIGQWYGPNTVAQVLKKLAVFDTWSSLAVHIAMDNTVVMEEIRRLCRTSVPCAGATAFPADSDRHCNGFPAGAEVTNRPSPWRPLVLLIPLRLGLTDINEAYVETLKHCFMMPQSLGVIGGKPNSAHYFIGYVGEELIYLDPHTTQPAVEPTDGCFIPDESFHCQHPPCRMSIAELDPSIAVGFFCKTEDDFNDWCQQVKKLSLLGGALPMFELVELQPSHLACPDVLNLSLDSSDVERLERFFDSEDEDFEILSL
# hIAP activ – increases human intestinal alkaline phosphatase activity. purified human IAP, CDP-Star luminescence, 30 min; hits give high values; 1 = vehicle-only enzyme, 0 = enzyme-free background. hit rate 0.16% among 330,000. AID 2524. activation factor at 10 µM. P09923;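 active = activation factor of the enzyme at least 2-fold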; note: the source names both 10 and 20 µM as test concentration; values of inactives mirror those of a sister screen read the other way
# SENP8 block – SENP8 (human) protease inhibition; Q96LD8; recombinant SENP8, Nedd8 substrate fluorescence; inhibition, % at 20 µM; hit rate 0.64% among 360,000; in the data active = inhibition mostly above about 40%, no sharp cut-off; inactive = mostly below about 27%
# Target sequence (Q96LD8 whole entry, looked up): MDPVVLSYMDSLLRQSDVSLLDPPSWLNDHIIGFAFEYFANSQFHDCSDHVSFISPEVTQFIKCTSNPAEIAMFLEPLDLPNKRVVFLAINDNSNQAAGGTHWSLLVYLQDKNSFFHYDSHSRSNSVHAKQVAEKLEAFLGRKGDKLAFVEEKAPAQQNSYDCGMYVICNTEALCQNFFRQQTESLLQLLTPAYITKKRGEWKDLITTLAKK
# NR3A LBD binder – modulates the human NR3A ligand-binding domain. NR3A LBD differential scanning fluorimetry, Tm shift; 0% = protein alone, 100% = glycine-bound protein. Tm shift relative to glycine control, % at 25 µM. hit rate 2.5% among 340,000;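 active = melting temperature shift of at least 10% of the positive control shift, at one fixed dose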
# PfGluPho inh – PfG6PD (Plasmodium falciparum) enzyme inhibition; PfGluPho enzyme, NADPH resazurin-diaphorase fluorescence; inhibition, % at 20 µM; hit rate 0.78% among 350,000; AID 504690;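 active = inhibition reaching at least a set limit at 20 µM in the primary screen, cut at about 59% in these data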;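 note: 0% = DMSO wells with substrate and 100% = DMSO wells lacking glucose-6-phosphate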
# SENP1 FRET inh – inhibitors of human SENP1 SUMO protease catalytic domain | hit rate 0.21% among 360,000 | recombinant SENP1 catalytic domain, CyPet-SUMO1-YPet FRET cleavage | AID 624204 | inhibition, % at 10 µM | Q9P0U3;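 active = inhibition at least 30% at 10 µM, raw YFP signal under a set limit, fluorescence ratio 0.5 to 1.5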;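 note: 0% = enzyme with DMSO and 100% = no enzyme wells; some results filed as inactive read as strong as hits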
# Target sequence (Q9P0U3 419-644 limits assumed): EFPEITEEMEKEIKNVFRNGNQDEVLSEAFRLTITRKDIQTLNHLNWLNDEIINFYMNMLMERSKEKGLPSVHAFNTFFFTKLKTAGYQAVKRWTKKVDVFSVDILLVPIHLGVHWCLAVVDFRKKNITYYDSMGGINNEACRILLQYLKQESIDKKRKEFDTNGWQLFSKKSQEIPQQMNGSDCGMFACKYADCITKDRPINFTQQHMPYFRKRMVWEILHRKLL
#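 Test system: human SENP1 catalytic domain; medium: Tris pH 8 buffer plus EDTA, NaCl, BME, BSA, NP40, catalase; incubation: 50 min reaction at room temperature; technique: FRET, CFP and YFP emission; controls: no-enzyme low control and enzyme-plus-DMSO high control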
# MPTP inh – permeability transition pore inhibition; isolated mouse mitochondria, Ca2+ swelling absorbance, 30 min; hit rate 1.4% among 360,000; inhibition, % at 10 µM;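 active = inhibition of 50% or more, scaled per plate between neutral and stimulator controls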;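 note: 0% = DMSO wells given calcium and 100% = 1 mM EGTA wells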
# SENP6 inh – inhibitors of human SENP6 protease | Q9GZR1 | Recombinant SENP6 catalytic domain, aminoluciferin luminescence | inhibition, % at 10 µM | hit rate 1.8% among 330,000 | AID 2599;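 active = inhibition above about 50% at the single tested dose, limit read from the data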;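 note: plate controls were DMSO wells with enzyme for no effect and DMSO wells lacking enzyme for full effect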
# * hit, by the source's call; nt = no result given.
# Each structure is followed by: SENP8 block	MPTP inh	SENP6 inh	NR3A LBD binder	hIAP activ	SENP1 FRET inh	PfGluPho inh	ATG4B inh
Cc1c(Cl)cccc1NC(=O)Cn1cc(C(F)(F)F)cc(Cl)c1=O
    -20	1.5	-2	-4	1.1	0	-13	7
O=C1CC(c2ccc(O)cc2)Oc2cc(O)ccc21 (stereo not given)
    51*	-1.2	11	-4	0.91	-15	-12	10
Cc1nn(Cc2ccc(C(=O)n3cccn3)o2)c(C)c1Br
    18	0.3	-7	0	1.2	3	8	-17
O=C(CCn1c(=O)oc2ccccc21)Nc1ccon1
    26	0.2	-2	-11	1.2	0	-3	-3
O=C(Nc1ccc(Cl)cc1)Nc1ccc(-c2cnco2)cc1
    -13	42	-1	37*	0.94	0	-6	-15
O=C(CNC(c1ccccc1)c1ccccc1)Nc1c(F)cccc1F
    12	0.8	-10	-3	1.1	1	5	-8
CC(C)c1ccc(NC(=O)Cn2c(=O)oc3ccccc32)cc1
    12	0.7	19	0	1.3	0	-13	4
OCC[C@@H]1C[C@@H](O)[C@H](O)[C@@]2(Cc3ccccc3CO2)O1
    7	-0.6	-16	-2	1.2	-2	-8	7
COC(=O)c1cc(C(=O)c2cc(Br)ccc2O)coc1=N
    -83	-1.2	-6	-1	1	-16	5	-8
Cc1cccc(NC(=O)C2CCCCN2S(=O)(=O)c2ccccc2)c1C (stereo not given)
    12	-1.2	-7	-1	1.1	1	2	-4
COc1ccc(/C=N/NC(=S)Nc2cc(C(F)(F)F)ccc2Cl)cc1
    22	0.2	-18	5	1.1	3	11	0
COc1ccc(Nc2nc(N3CCN(S(=O)(=O)N(C)C)CC3)nc3ccccc23)cc1
    -98	0.5	1	2	1.1	1	31	-9
c1ccc(CNCc2ccc(CNCc3ccccc3)cc2)cc1
    22	0.8	nt	nt	nt	0	-4	nt
Cc1ccc(-c2n[nH]c(Cc3ccccc3)n2)cc1
    2	0.0	-13	0	0.94	1	0	3
Cc1cc(-c2nnc(CCC(=O)NC(c3ccccc3)c3ccccc3)o2)no1
    -5	-1.8	-12	-12	0.98	-1	2	6
CC(C)(C)C(=O)Nc1c(Cl)cccc1OC(F)(F)F
    1	-1.6	3	-1	1.1	-3	-9	9
O=C(/C=C/c1ccccc1)NCCS(=O)(=O)N1CCN(c2ccc(F)cc2)CC1
    14	-1.9	-1	-1	0.94	1	2	-16
CCN(CC(=O)Nc1ccccc1C(F)(F)F)C(=O)c1cccc(S(=O)(=O)N2CCN(C)CC2)c1
    4	1.1	-6	-3	1.2	0	-3	-1
CCOC(=O)c1ccc(NC(=O)N2CCN(c3ccccn3)CC2)cc1
    -13	0.2	-7	0	1.1	-1	-6	-11
Cc1ccc(N2C(=O)c3ccccc3C2C(=O)c2ccc(C)c(C)c2O)cc1 (stereo not given)
    11	7.7	-4	7	1.2	-5	27	-2
CNc1ccccc1C(=O)OC
    -231	-0.4	-13	0	1	2	-1	-2
CC1CCN(C(=O)COc2coc(CN3CCc4ccccc43)cc2=O)CC1
    11	0.6	-20	1	1.4	1	1	-1
Cc1cc(-c2nnc(SCC(=O)Nc3ccc(Cl)cn3)n2N)n[nH]1
    5	-1.4	-3	-2	0.88	-3	-4	3
CCOC(=O)c1sc(NC(=O)CSc2nc(C)cc(C(F)(F)F)n2)c(C#N)c1C
    8	13	-8	1	0.89	-4	60*	-5
Cc1ccc(S(=O)(=O)NNC(=S)Nc2ccc(Cl)cc2)cc1
    -19	10	5	-4	1.1	2	-15	-10
Cc1nc2ccc(NC(=O)c3ccc(Cl)c(S(=O)(=O)N(C)c4ccccc4)c3)cc2s1
    12	74*	-9	-2	0.91	-21	11	-12
CCOc1ccc(S(=O)(=O)Nc2cccc(C(=O)N3CC(C)OC(C)C3)c2)cc1 (stereo not given)
    9	0.3	-5	-1	1	1	-7	-5
O=C(N/N=C/c1ccc[nH]1)c1cc(-c2cccs2)nc2ccccc12
    -42	0.3	-16	-6	1.1	3	0	8
CC(=O)Nc1ccccc1C(=O)N1CCN(Cc2ccccc2)CC1
    4	-2.5	8	-4	0.95	0	-16	0
CC(=O)Oc1cc(O)c2c(=O)c(OC(C)=O)c(-c3ccc(OC(C)=O)c(OC(C)=O)c3)oc2c1
    40*	3.2	3	5	0.69	51*	25	-25
OC(CC#CCN1CCOCC1)(c1ccccc1)c1ccccc1
    10	1.8	8	2	0.98	3	7	-3
CCOC(=O)N1CCN(C(=O)c2ccc(S(=O)(=O)Nc3ccccc3)cc2)CC1
    15	0.2	11	-1	0.99	4	-5	-2
CCOC(=O)CSc1nc(-c2ccccn2)ncc1OC
    11	-1.5	-19	-2	1.1	1	6	-3
CCOC(=O)C1=C(c2ccccc2)O/C(=C(\C(=O)OC)C(F)(F)F)S1
    -40	-1.6	-5	1	1	2	10	-15
CCS(=O)(=O)c1ccc2oc(SCC(=O)Nc3ccc(OC)cc3)nc2c1
    -1	-2.3	-5	-1	1.3	3	-15	-4
N/C(COc1cccc(C(F)(F)F)c1)=N\NC(=O)c1cccnc1Oc1ccccc1
    22	-1.4	12	1	1.6	2	-13	-4
O=C(Cc1ccccc1)N1N=C(c2ccncc2)CC1(O)C(F)(F)F (stereo not given)
    22	0.8	-18	0	1.1	1	4	-3
Cc1ccc(S(=O)(=O)NC[C@H]2O[C@@H](n3cnc4c(N)ncnc43)[C@H](O)[C@@H]2O)s1
    7	-0.8	0	-3	1	1	-6	-3
CCOc1cc(C(=O)Nc2nnc(CC)s2)ccc1OCC(=O)N1CCOCC1
    -1	-2.7	-9	-1	0.99	3	3	-9
O=C(CN(Cc1cccs1)C(=O)CNS(=O)(=O)c1ccccc1)NCc1ccco1
    23	1.5	nt	2	nt	2	2	5
CCOC(=O)c1ccc(NC(=O)CCn2nnc3ccccc32)cc1
    19	-3.3	-22	2	1.1	2	13	-15
Cc1ccc(NC(=O)Cn2ncc3ccccc32)c(Cl)c1
    13	0.8	-12	-2	0.98	0	-2	-1
CCN(CC)CCCn1c2c(c(SCC(=O)Nc3cccc(C)c3C)nc1=O)CCC2
    7	-1.3	-3	0	0.94	1	-6	1
COc1ccc(NC(=O)CCNC(=O)c2ccc([N+](=O)[O-])cc2)cc1S(=O)(=O)N1CCOCC1
    11	-1.7	-1	0	1.1	0	17	-10
COc1cccc(N2[C@@H](CC(C)=O)c3ccccc3S2(=O)=O)c1
    0	0.1	-14	-3	0.97	0	-3	1
Cc1ccc(/C=N/NC(=O)CSc2nc3ccccc3n2Cc2ccc(Cl)cc2)o1
    6	0.5	1	0	0.98	-1	20	-2
CN(C)N=Nc1ccc(S(=O)(=O)NC(=O)Cc2ccccc2)cc1
    8	-0.2	-9	-1	1.1	1	-13	0
O=C(NC(=S)Nc1ccc(N2CCCCC2)cc1)c1cccs1
    18	1.7	17	-12	0.97	3	16	11
COc1ccccc1N1CCN(CC(=O)c2c(C)[nH]c3ccccc23)CC1
    7	1.9	-4	0	1.1	1	-10	0
CCc1ccc(/C=N/n2c(C3CCCCC3)n[nH]c2=S)cc1
    13	0.0	-12	-7	1.1	0	13	-3

# Entries above that contain an aryl methoxy group:
# Each structure is followed by: SENP8 block	MPTP inh	SENP6 inh	NR3A LBD binder	hIAP activ	SENP1 FRET inh	PfGluPho inh	ATG4B inh
COc1ccc(/C=N/NC(=S)Nc2cc(C(F)(F)F)ccc2Cl)cc1
    22	0.2	-18	5	1.1	3	11	0
COc1ccc(Nc2nc(N3CCN(S(=O)(=O)N(C)C)CC3)nc3ccccc23)cc1
    -98	0.5	1	2	1.1	1	31	-9
CCOC(=O)CSc1nc(-c2ccccn2)ncc1OC
    11	-1.5	-19	-2	1.1	1	6	-3
CCS(=O)(=O)c1ccc2oc(SCC(=O)Nc3ccc(OC)cc3)nc2c1
    -1	-2.3	-5	-1	1.3	3	-15	-4
COc1ccc(NC(=O)CCNC(=O)c2ccc([N+](=O)[O-])cc2)cc1S(=O)(=O)N1CCOCC1
    11	-1.7	-1	0	1.1	0	17	-10
COc1cccc(N2[C@@H](CC(C)=O)c3ccccc3S2(=O)=O)c1
    0	0.1	-14	-3	0.97	0	-3	1
COc1ccccc1N1CCN(CC(=O)c2c(C)[nH]c3ccccc23)CC1
    7	1.9	-4	0	1.1	1	-10	0

# Next compounds
# Each structure is followed by: SENP8 block	MPTP inh	SENP6 inh	NR3A LBD binder	hIAP activ	SENP1 FRET inh	PfGluPho inh	ATG4B inh
OCCN1CCN(C(=S)Nc2ccc(SC(F)F)cc2)CC1
    2	-0.2	-14	1	1.1	1	14	1
CCc1noc(C)c1C(=O)NNC(=O)c1ccc(F)cc1
    8	-0.8	-8	-1	0.9	0	10	7
COC(=O)CN(c1cc(C(F)(F)F)ccc1Cl)S(C)(=O)=O
    7	1.7	-2	1	0.86	0	-8	-5
Cc1cc(C)cc(NC(=O)CSc2nc3nc(C)cc(C)n3n2)c1
    0	0.5	3	-1	0.99	2	6	-2
O=C(O)c1ccc(CS(=O)(=O)Cc2ccccc2F)o1
    11	15	-17	3	0.99	0	7	-2
COc1cccc(CN2CCCC(C(=O)Nc3ccc(-c4cscn4)cc3)C2)c1 (stereo not given)
    2	0.2	-12	1	1.2	0	-2	4
CC(=O)N1CCC(N(CCCOC(C)C)C(=O)Nc2ccc(C)c(C)c2)CC1
    10	-1.7	6	0	1.1	1	-1	-6
COc1ccc(-c2ccc(C#N)c(OC(=O)c3c(Cl)cccc3Cl)n2)cc1
    -421	4.4	-40	-1	0.89	-3	2	-17
O=C(CCCOc1ccccc1)N1CCc2ccccc2C1
    24	1.2	-11	1	0.96	-3	12	15
CCc1ccc(NC(=O)C2C3C=CC(C4CC34)C2C(=O)O)cc1 (stereo not given)
    3	-1.1	-4	2	0.91	1	1	3
COc1ccc(C2(C)NC(=O)N(CC(=O)NC(C)c3ccc(CC(C)C)cc3)C2=O)cc1 (stereo not given)
    9	1.5	12	-1	0.91	-7	1	-13
CC1CC(C)CN(C(=O)CSc2nc(N)cc(=O)[nH]2)C1 (stereo not given)
    15	-0.8	-10	-4	0.88	1	14	-3
CC(C)OC(=O)Cn1nc(C(F)(F)F)c2c1CCCC2
    8	-0.2	-6	0	1	2	-10	3
Cc1cccc(OCC(=O)N/N=C\C=C\c2ccc3c(c2)OCO3)c1C
    -192	-2.0	-10	-11	1.1	-1	3	-12
COc1ccc2c(-c3ccccc3)cc3nnnn3c2c1
    -10	1.7	-3	-1	0.91	2	-4	-14
CC(=O)NN1C(=O)c2ccccc2NC1c1ccc([N+](=O)[O-])o1 (stereo not given)
    11	-1.5	19	-1	1	-9	6	-3
CCOC(=O)C1(Cc2ccccc2)CCN(Cc2nccn2CC)CC1
    7	-0.2	-13	-2	1.4	1	-6	3
Cc1onc(-c2ccccc2Cl)c1C(=O)N1CCOC12CCCCC2
    17	0.9	-4	1	1.1	-4	8	-14
NC(=O)NC(=O)COC(=O)CC12CC3CC(CC(C3)C1)C2
    17	-0.5	-1	1	0.94	1	3	-12
O=C(CCN1CCN(C(=O)c2ccccc2)CC1)c1ccc(Br)cc1
    5	0.9	5	1	0.89	1	7	-11
O/N=C/c1ccc(OCc2ccccc2)c(Cl)c1
    7	-1.5	86*	-8	1.2	3	-14	0
Cc1ccc(C)c(NC(=S)NNC(=O)c2csc3c2CCC(C)C3)c1 (stereo not given)
    4	2.4	-1	-13	0.97	3	-25	4
Cc1cc(NC(=O)COC(=O)c2cccc(OCc3ccccc3)c2)no1
    7	3.9	-13	0	1	-1	9	-6
O=S1(=O)N=C(N(CCO)/N=C/c2ccc(Br)cc2)c2ccccc21
    -97	0.6	10	-2	0.94	3	1	-3
Cc1ccc(CN(C(=O)c2cc(=O)c3cc(C)cc(C)c3o2)C2CCS(=O)(=O)C2)cc1 (stereo not given)
    22	3.2	-4	0	1	5	5	-22
O=C1NC(=O)/C(=C/c2ccc(O)cc2)S1
    9	0.0	40	-20	1	-12	-37	-6

# Bioassay records: PubChem, Sanford-Burnham Center for Chemical Genomics

# Outcome played no part in choosing rows; any-hit rate near 6.7%.
